HTR5A ag = HTR5A agonists in luminescence cell assay, primary screen, counter-screen for OPRM1-OPRD1 heterodimer agonist project, full-deck HTS | cell-based | AID 504692, 2011 | activation, % at 9.3 µM | 0.61% of 340,000 active; in the data active means activation mostly above about 9.5%, no sharp cut-off; inactive means mostly below about 7.6%;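 further: 0% = cells with vehicle only and 100% = reference agonist; strong numbers were not always called active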
Target sequence (P47898 whole entry, looked up): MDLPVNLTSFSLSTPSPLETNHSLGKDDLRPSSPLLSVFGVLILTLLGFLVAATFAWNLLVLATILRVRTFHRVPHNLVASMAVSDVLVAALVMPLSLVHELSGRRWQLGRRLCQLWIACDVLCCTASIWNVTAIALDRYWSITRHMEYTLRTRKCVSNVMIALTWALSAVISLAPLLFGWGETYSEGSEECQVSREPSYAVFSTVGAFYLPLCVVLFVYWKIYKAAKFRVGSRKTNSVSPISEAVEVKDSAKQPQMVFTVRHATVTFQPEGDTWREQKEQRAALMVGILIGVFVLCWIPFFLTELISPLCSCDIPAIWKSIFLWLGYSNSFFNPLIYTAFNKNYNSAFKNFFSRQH
Cardiac RTF inh = cardiac RTF calcium sensitivity inhibitors, primary screen, biochemical, IANBD-TnC fluorescence, EC70 calcium; 0.12% of 340,000 active; inhibition, % at 7.15 µM; Troponin I, cardiac muscle (Homo sapiens) + Troponin T, cardiac muscle (Homo sapiens) + …; IANBD-labeled cardiac RTF, Ca2+ fluorescence;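 active means inhibition above the mean inhibition of all tested compounds plus 3 SD, cut at about 17% in these data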;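 further: assay run at fixed EC70 calcium of 1.6 mM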
RTF Ca sens act = cardiac RTF calcium sensitivity activators, primary screen, biochemical, IANBD-TnC fluorescence, EC20 calcium; AID 493008, 2010; activation, % at 7.2 µM; Troponin I, cardiac muscle (Homo sapiens) + Troponin T, cardiac muscle (Homo sapiens) + …; 0.24% of 340,000 active; IANBD-labeled TnC RTF fluorescence at EC20 calcium; 0% EC20 calcium, 100% full calcium;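 active means activation above the mean over all tested compounds plus 3 SD, cut at about 30% in these data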;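 further: rise in fluorescence read as greater calcium sensitivity of cardiac thin filaments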
MOR-DOR ag = agonists of OPRM1-OPRD1 heterodimerization, primary screen, cell-based, luminescence | cells | activation, % at 9.3 µM | 0.3% of 340,000 active | Mu-type opioid receptor (Homo sapiens) + Delta-type opioid receptor (Homo sapiens), …; in the data active means activation above about 18%;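 further: 0% = vehicle-treated cells and 100% = reference agonist; values of inactives mirror those of a sister screen read the other way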
V-ATPase pH = regulators of yeast V-ATPase proton pumping, primary screen, pHLuorin cytosolic pH fluorescence; S. cerevisiae; response, % at 10 µM; 0.37% of 350,000 active; AID 504577, 2011; in the data active means response mostly above about 7.3%, no sharp cut-off; inactive means mostly below about 5.4%; further: actives read high; inactives centre near 0; some compounds called inactive have numbers as strong as hits; reference of the scale not given here
Keap1 Nrf2 FP = Keap1-Nrf2 protein-protein interaction inhibitors, primary screen, biochemical, fluorescence polarization, single point; 0.15% of 340,000 active; Keap1 Kelch-Nrf2 peptide fluorescence polarization, 1536-well; Kelch-like ECH-associated protein 1 (Homo sapiens), Q14145; inhibition, % at 9.4 µM; in the data active means inhibition above about 12%;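 further: human Keap1 Kelch domain with fluorescein labeled Nrf2 9mer peptide probe; 0% = neutral control wells and 100% = peptide positive control; higher means more block of Keap1 binding to Nrf2 peptide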
Target sequence (Q14145 whole entry, looked up, the tested form may be a part): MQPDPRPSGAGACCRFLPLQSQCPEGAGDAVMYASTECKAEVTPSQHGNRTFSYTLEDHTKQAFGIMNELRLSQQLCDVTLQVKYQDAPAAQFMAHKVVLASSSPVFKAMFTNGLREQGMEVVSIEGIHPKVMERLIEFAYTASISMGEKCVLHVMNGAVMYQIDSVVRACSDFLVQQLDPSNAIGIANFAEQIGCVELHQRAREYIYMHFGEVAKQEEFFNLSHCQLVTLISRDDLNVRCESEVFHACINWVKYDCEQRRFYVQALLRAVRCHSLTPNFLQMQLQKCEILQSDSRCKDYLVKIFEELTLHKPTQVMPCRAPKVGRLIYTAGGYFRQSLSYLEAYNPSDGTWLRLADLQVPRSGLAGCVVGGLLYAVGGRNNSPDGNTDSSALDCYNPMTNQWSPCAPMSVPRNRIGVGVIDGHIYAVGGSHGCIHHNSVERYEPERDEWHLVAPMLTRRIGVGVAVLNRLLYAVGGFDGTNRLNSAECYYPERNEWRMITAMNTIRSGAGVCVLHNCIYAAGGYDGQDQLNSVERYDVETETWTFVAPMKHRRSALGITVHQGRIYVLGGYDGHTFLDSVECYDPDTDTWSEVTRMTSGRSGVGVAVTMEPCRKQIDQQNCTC
CAL PDZ FP = untagged CAL PDZ binding inhibitors, primary screen, biochemical, fluorescence polarization, HTS; Golgi-associated PDZ and coiled-coil motif-containing protein (Homo sapiens), Q9HD26; purified CAL PDZ, TMR-peptide fluorescence polarization, 1 h; inhibition, % at 24.9 µM; 0.92% of 300,000 active; AID 602252, 2012;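 active means mean inhibition of at least 30% with at least half of replicates also reaching 30%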;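 further: 0% = DMSO neutral control and 100% = excess unlabeled competitor peptide PRC23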
OPRM1-OPRD1 inv = inverse agonists of MOR-DOR heterodimerization, primary screen, cell-based, luminescence; Mu-type opioid receptor (Homo sapiens) + Delta-type opioid receptor (Homo sapiens), …; cell-based MOR-DOR heterodimer luminescence, inverse agonism; inhibition, % at 9.3 µM; 0.21% of 340,000 active; in the data active means inhibition above about 22%, passing the limit was not always enough;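 further: 0% = cells with DMSO and 100% = wells without cells with DMSO; values of inactives mirror those of a sister screen read the other way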
C-LANA FP = inhibitors of KSHV C-LANA binding to DNA, primary screen, biochemical, fluorescence polarization, FAM-LBS DNA, MBP-C-LANA, single point; inhibition, % at 9 µM; 0.078% of 340,000 active; AID 504423, 2011;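 active means highest replicate inhibition at or above 60% at 9 µM, even if other replicates fall short; inactive means all replicates below 60% inhibition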;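 further: 0% = neutral control wells and 100% = 4 µM acridine orange control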
HTR5A inv ag = HTR5A inverse agonists in luminescence cell assay, primary screen, counter-screen for OPRM1-OPRD1 heterodimer inverse agonist project, full-deck HTS | HTR5A cell line, inverse agonism | inhibition, % at 9.3 µM | 0.083% of 340,000 active; in the data active means inhibition mostly above about 23%, no sharp cut-off; inactive means mostly below about 18%;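 further: 0% = cells with DMSO and 100% = no-cell wells with DMSO; some compounds called inactive have numbers as strong as hits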
* marks the source's active call; other numbers are inactive results; x = not tested or not shown. No enrichment for hits (roughly 2.8% active in at least one column).

SMILES | HTR5A ag | Cardiac RTF inh | RTF Ca sens act | MOR-DOR ag | V-ATPase pH | Keap1 Nrf2 FP | CAL PDZ FP | OPRM1-OPRD1 inv | C-LANA FP | HTR5A inv ag
O=C(CCN1C(=O)/C(=C/c2ccccc2)SC1=S)Nc1cccnc1 | 4 | -13 | -1 | -0.9 | -1 | 0 | -2 | 6 | 1.0 | 1
COC(=O)c1cccc(C(=O)Oc2cccc(Br)c2)n1 | -1 | 14 | -2 | -3.4 | 2 | -3 | 1 | 20 | 1.3 | 18
COc1ccc(CN(CCCN2CCOCC2)C(=O)Nc2ccccc2)cc1OC | 0 | -4 | -1 | -2.3 | 3 | 3 | x | 12 | -0.4 | 24
COc1ccc(-n2cccc2/C=C/[N+](=O)[O-])cc1 | 4 | -12 | -9 | 2.3 | 6 | -3 | -1 | -12 | -0.5 | -2
COc1ccc(OC)c(CCNC(=O)CN2C(=O)CCSc3ccccc32)c1 | 4 | -2 | 1 | -4.0 | 0 | 0 | -2 | 19 | 2.9 | -14
Cc1cccc(C(=O)N(NC(=O)Oc2ccccc2)C(C)(C)C)c1 | 5 | -25 | 8 | -1.7 | 6.9* | -1 | -1 | 9 | 2.7 | -25
CC1CCN(C(=O)C2CCN(S(=O)(=O)c3cnc[nH]3)CC2)CC1 | 3 | 1 | 2 | -1.6 | -1 | -2 | -3 | 9 | 0.2 | -2
O=c1[nH]c(=S)n(-c2ccc(Br)cc2)c2ncccc12 | -6 | -8 | 1 | -2.1 | 1 | -1 | -5 | 11 | -0.2 | -2
CCC(=O)Nc1nc2ccccc2n1CCN(C)C | x | -1 | -6 | x | -3 | 2 | -4 | x | -2.5 | x
COc1cccc(NC(=O)CCNC(=O)Cn2ccc3ccccc3c2=O)c1 | 2 | -13 | 8 | -2.4 | 0 | 2 | -3 | 13 | 2.0 | -4
Cc1cccc(C)c1NC(=O)C1CCCN1C(=O)OC(C)(C)C (stereo not drawn) | -4 | -11 | 3 | -0.9 | -1 | -4 | -5 | 5 | 0.4 | 9
O=C(COC(=O)CNS(=O)(=O)c1ccccc1)NC12CC3CC(CC(C3)C1)C2 | 4 | -1 | -2 | -0.9 | 0 | -3 | -3 | 5 | -0.3 | -23
Cc1ccc2c(c1)nnn2C1CCN(C(=O)c2cccs2)CC1 | -4 | -14 | -6 | -0.4 | -2 | -7 | 6 | 2 | 13 | -45
Cn1c(=O)c2c(nc(SCC(=O)c3ccc(F)cc3)n2C)n(C)c1=O | 1 | 11 | 1 | -2.6 | -6 | -2 | 7 | 12 | -0.5 | -2
Cc1ccc(CNC(=O)c2cccc3c2C(=O)c2ccc(N4CCCCC4)cc2S3(=O)=O)cc1 | 4 | -84 | 65* | -2.1 | -1 | -2 | 1 | 12 | 15 | -13
Cc1c(C)c(C)c2[nH]c(-c3ccc4c(c3)OCO4)nc2c1C | 9 | 2 | 9 | 5.6 | -2 | 2 | -1 | -29 | -1.0 | -31
O=S(=O)(c1ccc(NC(=S)NN=C(C2CC2)C2CC2)cc1)N1CCOCC1 | -1 | -2 | -1 | 1.2 | -2 | -6 | 2 | -6 | 17 | 3
COc1ccc(CCNc2nc(-c3ccc(NC(C)=O)cc3)cs2)cc1OC | 0 | -8 | 12 | -0.3 | 4 | -5 | -11 | 2 | 2.4 | 0
O=c1[nH]cccc1-c1nc2ccccc2n1Cc1ccc(Cl)cc1 | -3 | -2 | -9 | -2.2 | -3 | 2 | -8 | 11 | -0.6 | 10
Cc1ccc(-c2nc(N/N=C/c3cccnc3)c3ccccc3n2)cc1 | 16 | -6 | -20 | 0.6 | 3 | 0 | -4 | -3 | -0.1 | -4
O=c1cc(O)c2c(=O)n(Cc3ccccc3)c3ccccc3c2o1 | -3 | 9 | -3 | -0.8 | 2 | 0 | -3 | 4 | 2.2 | 8
CCOC(=O)c1cc2c(=O)c3cc(C)ccc3oc2nc1C | 3 | -7 | 1 | -1.8 | 2 | -2 | 5 | 11 | -0.2 | -13
Cc1nc(Nc2ccc(C(=O)O)cc2)nc(Nc2ccc(C(=O)O)cc2)c1[N+](=O)[O-] | 2 | -3 | 1 | -3.4 | 2 | -6 | x | 18 | -0.3 | -16
C=CCNC(=O)c1c(Cl)cnn1-c1ccc(C)cc1 | x | x | x | x | 1 | -1 | 5 | x | 1.3 | x
O=C(O)c1cccnc1Oc1ccccc1 | 0 | -4 | 2 | -2.1 | -2 | 1 | -3 | 12 | 5.7 | 1
COc1ccc(CCNC(=O)CN2CCC(C(N)=O)CC2)cc1 | 1 | -6 | 2 | 1.3 | 2 | -3 | -4 | -7 | -0.3 | 4
CCOC(=O)C1(Cc2cccc(OC)c2)CCN(CCO)CC1 | -1 | -8 | 0 | -1.0 | -1 | -2 | 1 | 5 | 0.4 | -15
O=C(NCc1ccccc1)C1CCCN(C(=O)c2ccc(F)cc2)C1 (stereo not drawn) | -6 | -1 | -7 | -3.5 | -2 | 0 | -7 | 18 | 0.0 | 15
Cn1nc(C(C)(C)C)c([N+](=O)[O-])c1C(=O)N1CCOCC1 | 0 | -10 | 7 | -2.3 | -1 | 6 | 0 | 12 | -1.3 | 10
CC(=O)Cc1nsc(NC(=O)c2ccccc2)n1 | -1 | 3 | -2 | -0.9 | -4 | -3 | -1 | 5 | -0.2 | 4
COc1ccc(-c2nnc(Nc3ccc(OC)c(C(=O)N4CCCCC4)c3)c3ccccc23)cc1 | 0 | -3 | 8 | -1.8 | 0 | -3 | 1 | 9 | -2.3 | 1
Cc1ccc(C(=O)Nc2ccc(C(=O)N3CCCCC3C)cc2)cc1 (stereo not drawn) | 5 | -4 | -3 | 2.0 | -1 | -1 | 9 | -9 | -1.9 | 15
O=C(CCCCCn1nnc2ccccc2c1=O)N[C@H](C(=O)O)c1ccccc1 | 4 | -11 | 2 | -1.2 | 2 | 3 | 3 | 6 | -12 | -14
Cn1nccc1C(=O)N1CCN(C23CC4CC(CC(C4)C2)C3)CC1 | 2 | -4 | 0 | -2.9 | -1 | 2 | -4 | 15 | 0.0 | -23
CCOC(=O)C1(Cc2ccccc2)CCN(CC2CC=CCC2)CC1 (stereo not drawn) | -6 | -1 | 5 | -0.6 | 0 | 1 | 8 | 3 | -1.9 | 16
O=C(NCC(=O)N(Cc1ccco1)C(C(=O)NC1CCCCC1)c1cccnc1)c1ccco1 (stereo not drawn) | -2 | -6 | 8 | 0.4 | 10 | -1 | 0 | -2 | 0.1 | -9
NC(=O)[C@@H]1CCCN1Cc1nc(Cc2ccccc2F)no1 | 2 | -7 | 7 | 0.7 | 1 | -8 | 5 | -4 | -0.1 | -20
Cc1ccc(-c2csc(Nc3ccccc3)[n+]2CCc2ccccc2)cc1 | 0 | 0 | 1 | 0.9 | 4 | 0 | 4 | -5 | -0.7 | 4
COc1ccc(CNC(=O)CNC(=O)[C@@H]2Cc3ccccc3CN2)cc1 | 4 | 1 | 1 | -3.7 | -4 | 0 | -1 | 18 | -1.3 | -12
COc1ccc(NC(=S)NCCCCCC(=O)C[N+](=O)[O-])cc1 | -8 | 0 | 10 | -1.5 | 1 | -4 | 3 | 8 | -1.3 | 20
O=C(Nc1cccnc1)C(Cc1ccccc1)n1cccc1 (stereo not drawn) | -5 | -1 | -1 | 2.8 | -3 | -8 | x | -16 | -0.4 | 15
CCOc1ccc(-c2nc(C#N)c(N3CCOCC3)o2)cc1 | 3 | 0 | 3 | -1.1 | -1 | 4 | x | 6 | 1.3 | -10
Cc1sc2ncn(CC(=O)Nc3ccccc3F)c(=O)c2c1-c1ccccc1 | -4 | -12 | -3 | 1.0 | 1 | 1 | -2 | -5 | -0.5 | 25
O=C(CCC(=O)Nc1ccc(F)cc1)N/N=C/c1cccs1 | -2 | 4 | -1 | 2.0 | 7 | -4 | 7 | -8 | -2.2 | 6
CN(c1ccccc1)S(=O)(=O)c1nnc(NC(=O)C2CCCCC2)s1 | -1 | -1 | -5 | 1.8 | -2 | -2 | -1 | -9 | -1.3 | 6

Sorted by length of the SMILES (high to low): four of the compounds above.
SMILES | HTR5A ag | Cardiac RTF inh | RTF Ca sens act | MOR-DOR ag | V-ATPase pH | Keap1 Nrf2 FP | CAL PDZ FP | OPRM1-OPRD1 inv | C-LANA FP | HTR5A inv ag
COc1ccc(CN(CCCN2CCOCC2)C(=O)Nc2ccccc2)cc1OC | 0 | -4 | -1 | -2.3 | 3 | 3 | x | 12 | -0.4 | 24
O=C(NCc1ccccc1)C1CCCN(C(=O)c2ccc(F)cc2)C1 (stereo not drawn) | -6 | -1 | -7 | -3.5 | -2 | 0 | -7 | 18 | 0.0 | 15
NC(=O)[C@@H]1CCCN1Cc1nc(Cc2ccccc2F)no1 | 2 | -7 | 7 | 0.7 | 1 | -8 | 5 | -4 | -0.1 | -20
O=C(Nc1cccnc1)C(Cc1ccccc1)n1cccc1 (stereo not drawn) | -5 | -1 | -1 | 2.8 | -3 | -8 | x | -16 | -0.4 | 15

(cont.)
SMILES | HTR5A ag | Cardiac RTF inh | RTF Ca sens act | MOR-DOR ag | V-ATPase pH | Keap1 Nrf2 FP | CAL PDZ FP | OPRM1-OPRD1 inv | C-LANA FP | HTR5A inv ag
COc1ccc(Nc2oc(COc3ccc(C)cc3)nc2C#N)cc1 | 4 | -3 | -3 | 7.6 | -1 | 0 | 1 | -33 | -0.5 | -10
COc1ccccc1C(=O)n1nc(-c2ccccc2)nc1N | 6 | 1 | 20 | -2.6 | 4 | -7 | -1 | 15 | -0.6 | -16
O=C(CSc1ncn[nH]1)Nc1nnc(-c2ccccc2)s1 | 6 | -3 | 3 | -2.7 | 1 | -4 | x | 14 | 0.3 | -16
Cc1nc2c(c(C)nn2-c2ccccc2)c(C)c1CCC(=O)Nc1ccc(CN2CCCC2)cc1 | 5 | 8 | 10 | -0.6 | -3 | -10 | -7 | 3 | -1.9 | -13
COc1ccc(OC)c(N(CC(=O)NC2CC2)S(=O)(=O)c2ccc(C)cc2)c1 | 5 | 0 | 3 | 5.2 | 5 | 3 | -1 | -32 | 1.3 | -28
COc1ccccc1C(=O)N/N=C/c1cnc2ccccc2n1 | 0 | -9 | -2 | -0.3 | 0 | -3 | -2 | 2 | -2.0 | -20
COc1ccc2oc(=O)c(C(=O)NCc3ccccc3)cc2c1 | 3 | 16 | -1 | -2.0 | 0 | 2 | 1 | 9 | 1.4 | -11
CSc1ccc(/C=N/n2c(COc3ccccc3)n[nH]c2=S)cc1 | -4 | -1 | -3 | 2.4 | 1 | -1 | 2 | -14 | -1.2 | 14
O=C(Nc1cc(C(F)(F)F)ccc1Cl)c1cc2nc3c(c(C(F)(F)F)n2n1)CCCC3 | -3 | -3 | -9 | -0.3 | -2 | -12 | 11 | 2 | -2.3 | -8
Cc1ccc(NC(=O)CCn2cnc3ccccc3c2=O)c(C)c1 | -7 | 0 | 2 | -2.1 | 3 | -2 | 4 | 10 | 1.0 | 4

Source: PubChem (several laboratories)
